Phagocytosis inh: macrophage phagocytosis inhibition | 110,000 tested, 0.07% active | inhibition, % at 5 µM | J774A.1 macrophage IgG-bead phagocytosis, imaging | AID 1029;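 active = inhibition above the mean of the plate negative controls plus 5 SD, cut at about 13% in these data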;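 note: phagocytic index as fraction of beads internalized from green versus red external bead signal; plate controls were DMSO negative control for no effect and cytochalasin-D positive control for full effect; some results beyond the cut were filed as inactive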
Yeast lifespan up: extends the lifespan of yeast; inhibition of the nicotinamide effect, % at 10 µM; S. cerevisiae growth with nicotinamide, OD615; deaD strain in restrictive glucose medium; 130,000 tested, 0.68% active;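 active = inhibition above a set limit, placed 3 SD over the median of all compounds, cut at about 26% in these data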;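 note: 0% = nicotinamide-treated wells and 100% = cells grown without nicotinamide; some compounds called inactive have numbers as strong as hits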
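Buffer or medium: CSMM-D glucose medium, restrictive; test system: modified budding yeast, DeaD strain; compound: single dose 10 µM compound, 0.25% DMSO; schedule: culture preincubation 4 h, compound exposure 48 h, both 30 °C; detection: optical density (absorbance) at 615 nm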
E-sel TNF inh: TNF alpha driven E-selectin expression inhibition | 120,000 tested, 0.71% active | inhibition, % at 2 µM | HUVEC TNFa-induced E-selectin immunofluorescence, high content;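 active = inhibition above the batch mean plus 3 SD, and confirmed as a hit on visual image review, cut at about 43% in these data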;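 note: 0% = TNF-stimulated DMSO wells and 100% = unstimulated control wells; not every result past the cut was called active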
Measles CPE: protection of cells from measles virus | Measles virus-infected cells, CPE protection, absorbance | protection (pct of control), % at 4 µM | 140,000 tested, 1.5% active | AID 841; in the data active = protection mostly above about 24%, no sharp cut-off; inactive = mostly below about 26%; note: some compounds called inactive have numbers as strong as hits
Yeast growth inh: yeast BB579 growth reduction in restrictive medium; 140,000 tested, 0.51% active; inhibition, % at 10 µM; AID 804; S. cerevisiae BB579 growth, OD615, 48 h;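 active = inhibition above a set limit, 3 SD over the mean compound inhibition, cut at about 44% in these data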; note: inactives centre near -24
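Test system: DeaD yeast strain BB579 / Buffer or medium: restrictive glucose-based CSMM-D medium / Doses: single 10 µM dose / Schedule: 4 h cell preincubation, 48 h compound exposure, 30 °C humidified / Technique: culture absorbance at 615 nm / Controls: amphotericin B positive control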
MRP1 act: MRP-1 activation. H69AR cells + doxorubicin, viability rescue, CellTiter-Glo. viability increase, % at 10 µM. 140,000 tested, 0.61% active. AID 799;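 active = viability gain under doxorubicin at or above a set limit, the compound median plus 3 SD, cut at about 4.7% in these data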;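 note: MRP-1 overexpressing cells given doxorubicin 25 µM after compound pretreatment; 18-22 h compound pretreatment then 72 h with doxorubicin before readout; 0% = doxorubicin-only wells and 100% = vehicle-treated cells without doxorubicin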
GALR2 blocker: GALR2 (human) receptor antagonism; GALR2-expressing cells, antagonist mode; inhibition, % at 4 µM; AID 828; O43603; 140,000 tested, 0.39% active; in the data active = inhibition above about 27%;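 note: cells stimulated with galanin 1-16 at roughly its EC80; 0% = agonist challenge control and 100% = basal control without agonist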
Target sequence (O43603 whole entry, looked up): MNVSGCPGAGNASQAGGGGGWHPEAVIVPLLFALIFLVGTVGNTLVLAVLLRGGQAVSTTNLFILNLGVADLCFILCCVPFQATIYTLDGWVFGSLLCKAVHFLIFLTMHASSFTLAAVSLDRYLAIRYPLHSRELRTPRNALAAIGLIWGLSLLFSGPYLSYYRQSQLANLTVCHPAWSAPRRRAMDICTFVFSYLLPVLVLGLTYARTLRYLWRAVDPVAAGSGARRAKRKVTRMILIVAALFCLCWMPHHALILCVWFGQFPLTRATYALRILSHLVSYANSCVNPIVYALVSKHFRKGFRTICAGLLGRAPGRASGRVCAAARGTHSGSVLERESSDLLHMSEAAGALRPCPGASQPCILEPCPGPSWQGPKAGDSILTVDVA
NPY-Y2 antag: blocks the human neuropeptide Y Y2 receptor. P49146. NPY-Y2 expressing cells, antagonist mode. inhibition, % at 2.7 µM. 140,000 tested, 0.99% active; in the data active = inhibition above about 17%;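 note: 0% = vehicle with agonist challenge and 100% = reference antagonist with challenge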
Target sequence (P49146 whole entry, looked up): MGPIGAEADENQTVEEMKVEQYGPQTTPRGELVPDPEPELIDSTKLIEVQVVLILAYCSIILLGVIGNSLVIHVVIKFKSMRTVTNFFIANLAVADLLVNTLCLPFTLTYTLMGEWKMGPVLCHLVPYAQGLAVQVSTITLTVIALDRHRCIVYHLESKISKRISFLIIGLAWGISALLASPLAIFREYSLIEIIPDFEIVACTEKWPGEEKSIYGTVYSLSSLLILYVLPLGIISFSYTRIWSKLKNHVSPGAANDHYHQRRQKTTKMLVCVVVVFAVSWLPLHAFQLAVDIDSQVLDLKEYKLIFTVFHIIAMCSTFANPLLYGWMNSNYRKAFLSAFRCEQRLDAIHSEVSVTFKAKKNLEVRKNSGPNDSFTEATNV
HCT116 bCat-KO: beta-catenin-lacking colon tumor cell growth suppression | 140,000 tested, 1.5% active | viability, % at 10 µM | HCT116 beta-catenin knockout viability, CellTiter-Glo, 60 h; stronger effect = lower value;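 active = viability at or under a set limit, the compound median less 4 SD, cut at about 6% in these data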;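 note: 0% = Hyamine 1622 control at 20 µM and 100% = untreated cell control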
PTEN del growth: suppresses growth of cells with PTEN deletion; HCT116 PTEN-null viability, CellTiter-Glo, 60 h; stronger effect = lower value; viability, % at 10 µM; AID 827; 140,000 tested, 1.2% active;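 active = viability at or below a set limit, 4 SD under the median of all tested compounds, cut at about 3.7% in these data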;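 note: PTEN knockout HCT116 line with beta catenin targeted HCT116 as companion control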
The depositor's hits bear a star; . = not tested or not shown; & = joins results of further samples.

Sample of the layout:
canonical_smiles	Phagocytosis inh	Yeast lifespan up	E-sel TNF inh	Measles CPE	Yeast growth inh	MRP1 act	GALR2 blocker	NPY-Y2 antag	HCT116 bCat-KO	PTEN del growth
O=C(O)c1cc(S(=O)(=O)NCC2CCCO2)ccc1Cl (centres undefined)	.	2	-17	7	-33	-0.3	-4	0	96	81
CC(=O)N1c2c(cc(Br)cc2S(=O)(=O)N2CCN(c3ccccn3)CC2)CC1C (centres undefined)	0	-18	-4	7	-21	0.0	10	2	73	90&91

All compounds of this part, repeating the preview:
canonical_smiles	Phagocytosis inh	Yeast lifespan up	E-sel TNF inh	Measles CPE	Yeast growth inh	MRP1 act	GALR2 blocker	NPY-Y2 antag	HCT116 bCat-KO	PTEN del growth
O=C(O)c1cc(S(=O)(=O)NCC2CCCO2)ccc1Cl (centres undefined)	.	2	-17	7	-33	-0.3	-4	0	96	81
CC(=O)N1c2c(cc(Br)cc2S(=O)(=O)N2CCN(c3ccccn3)CC2)CC1C (centres undefined)	0	-18	-4	7	-21	0.0	10	2	73	90&91
CCS(=O)(=O)N1CCN(C(=O)c2cc(OC)cc(OC)c2)CC1	-1	-3	-3	5	-27	0.7	8	9	83	98
CCc1nnc(NC(=O)Cc2ccc(OCc3c(C)noc3C)cc2)s1	-2	-10	.	10	-89	-1.0	4	0	70	77
CCCN1C(=O)/C(=C\c2ccncc2)SC1=Nc1ccccc1	-1	10	.	6	4	-5.8	-6	4	68	65
COCCCNc1nc2c([nH]1)c(=O)[nH]c(=O)n2C	-1	-6	3	8	-18	-0.1	-9	1	95	101
CCC(CCC(=O)Nc1nncs1)C(=O)O (centres undefined)	0	-9	8	2	-78	-1.1	-6	1	103	109
O=C(CSCc1cnn(-c2ccccc2)c1-n1cccc1)NCc1ccc2c(c1)OCO2	.	-1	-15	14	-42	-2.0	0	4	86	94
CCCCN(C(=O)CSc1nnc2ccccn12)c1c(N)n(Cc2ccccc2)c(=O)[nH]c1=O	5	5	.	13	-35	-0.9	-5	-1	92	92
Cc1oc(-c2ccccc2F)nc1CN1CCC(C(=O)NCCC2=CCCCC2)CC1	4	1	-15	24*	-28	-2.5	-3	5	10	19
Cc1nc(NCC2CCCO2)[nH]c(=O)c1CCC(C)C (centres undefined)	.	16	.	5	-47	-2.4	-10	12	95	90
CN1C(=O)NC(c2ccccc2)C2=C1CN(c1cccc(C(F)(F)F)c1)C2=O (centres undefined)	2	-4	.	7	-49	-0.5	7	1	97	95
CCOC(=O)c1ccc(N2C(=O)CC(NC3CCN(C(=O)c4ccc(F)cc4)CC3)C2=O)cc1 (centres undefined)	0	-6	-39	5	-32	-1.8	15	2	104	91
CCOc1cccc2c1OC1(C)CC2NC(=O)N1c1ccc(OC)cc1 (centres undefined)	0	-7	.	15	-47	-1.5	3	2	107	113
NS(=O)(=O)c1ccc(NC(=O)CSc2nnc(COc3ccccc3Cl)n2C2CC2)cc1	1	-5	0	4	-46	0.2	-10	-1	91	98
CC(=O)c1sc(NC(=O)C2COc3ccccc3O2)nc1C (centres undefined)	.	-8	.	8	-26	-1.2	18	-1	107	112
CCC(=O)N(Cc1ccccc1)c1ccccn1	-2	-4	-5	24	-48	-0.8	-9	3	101	107
CSc1nc(N(C)NC(=O)c2ccccc2)c2ccccc2n1	0	-13	-46	7	-66	-1.3	12	6	15	10
CC(C)CNC(=O)c1noc2c1CCCC2	-1	-4	-10	22	8	-0.7	4	1	91	94
CC(C)CNC(=O)CSc1nc(-c2cccs2)cc(C(F)(F)F)n1	.	.	-22	29	-12	0.4	-4	7	86	91
CN(C)S(=O)(=O)c1cccc(COC(=O)C2=COCCO2)c1	0	-10	20	7	-3	-0.3	12	0	98	113
On1c(-c2ccccc2)nc2ccc(Cl)cc21	0	-16	21	4	13	-2.5	4	10	86	90
Cc1cc(C)cc(NC(=O)CCn2ccnc2C)c1	-5	-6	.	1	-10	-2.5	8	2	96	83
COc1ccc(C2=NOC(C(=O)NCc3ccco3)C2)cc1OC (centres undefined)	1	-15	21	2	-27	-2.7	-1	4	19	20
C=CCn1c(SCC(=O)Nc2ccc(-c3nc4ccc(C)cc4s3)cc2)nnc1-c1ccncc1	-5	0	2	8	-15	-4.2	-3	-1	78	71
N#Cc1c(NC(=O)C2CC(c3ccccc3Cl)=NO2)sc2c1CCC2 (centres undefined)	.	-3	-22	18	-67	1.7	1	15	92	98
Cc1cccc(NC(=S)NCCN2CCOCC2)c1	-12	2	.	10	-30	-1.9	-11	-1	96	91
CC(NC(=O)CCCCCN1C(=O)c2ccccc2C1=O)c1ccc2c(c1)CCCC2 (centres undefined)	0	-7	40	4	-103	-0.8	-4	4	63	72
Cc1ccc2nc(-c3ccc(N4C(=O)CC(N5CCC(C(N)=O)CC5)C4=O)cc3)sc2c1 (centres undefined)	-6	14	-20	11	-37	0.3	-7	5	98	90
CCOC(=O)c1sc(=S)n(-c2cccc(OC)c2)c1N	.	-5	-9	8	-31	-1.4	12	2	96	95
O=C(CNC(=O)Cn1ccc2ccccc2c1=O)NCCCN1CCN(c2cccc(Cl)c2)CC1	.	-6	-9	8	-31	-5.1	-2	-1	62	72
COC(=O)c1c(C)[nH]c(C(=O)C(C)Sc2nnc(-c3cc(OC)c(OC)c(OC)c3)o2)c1C (centres undefined)	-1	-13	0	34	-33	-1.7	9	3	34	35
Cc1n[nH]c(=O)nc1NCC1CCCO1 (centres undefined)	-2	-22	18	10	-11	-1.5	-1	-2	102	102
COc1ccc(N2CCC(CNC(=O)Nc3cccc(OC)c3)C2)cc1 (centres undefined)	-2	-10	18	34	-35	-1.6	-15	0	80	81
Cc1cc(N2CCC(C)CC2)n2ncc(-c3ccccc3)c2n1	0	-16	3	27	-48	-1.5	3	10	80	77
CN1C(=O)N(C)C2C1N(CN1CCCCC1)C(=O)N2CN1CCCCC1 (centres undefined)	.	-9	-14	4	-3	-0.9	6	0	91	97
Cc1ccc(SCCC(=O)NCC2CCCO2)cc1 (centres undefined)	0	-2	-2	14	-30	-0.9	6	4	82	80
COc1ccc(-n2nc([N+](=O)[O-])c(=NCCc3ccc(Cl)cc3)n2O)cc1	.	-8	55*	6	-25	-4.3	-4	11	98	80
CCc1c(C)n([O-])c2c([n+]1=O)CCCCC2	0	-12	-2	4	-14	-1.1	-12	2	98	103
COc1ccccc1N1CCN(C(=O)c2oc3ccc(F)cc3c2C)CC1	-5	2	.	5	-27	-3.0	-3	10	61	51

Quoted from the listing:
In HCT116 bCat-KO, CN1C(=O)N(C)C2C1N(CN1CCCCC1)C(=O)N2CN1CCCCC1 (centres undefined) is listed with 91
In E-sel TNF inh, COC(=O)c1c(C)[nH]c(C(=O)C(C)Sc2nnc(-c3cc(OC)c(OC)c(OC)c3)o2)c1C (centres undefined) is listed with 0

(more compounds)
canonical_smiles	Phagocytosis inh	Yeast lifespan up	E-sel TNF inh	Measles CPE	Yeast growth inh	MRP1 act	GALR2 blocker	NPY-Y2 antag	HCT116 bCat-KO	PTEN del growth
O=C(CCc1ccc(Oc2cc([N+](=O)[O-])cc([N+](=O)[O-])c2)cc1)Nc1cccc(Cl)c1	-10	-5	.	13	-15	-2.1	-1	-1	85	81
CCCCNCCCOc1cccc(Cl)c1Cl	1	0	13	11	-15	-0.7	-3	5	45	62
O=C1OCCC1Sc1nc2cc(Cl)ccc2s1 (centres undefined)	-1	-8	0	5	-11	-2.0	12	23*	90	91
O=C(CSc1nnc(Cn2c(=O)sc3ccccc32)n1-c1ccccc1)NCC1CCCO1 (centres undefined)	1	-6	-18	5	-22	-0.9	9	7	89	87
O=C(NCCN=C1NS(=O)(=O)c2ccccc21)c1ccncc1	-2	-8	.	3	-16	0.6	-12	1	95	93
CCCC(=O)Nc1ccc2c(c1)nc(CCNC(=O)c1ccccc1)n2C	0	-1	-4	10	-47	-0.6	3	-1	93	105
Cc1c(C(=O)Nc2ccc(F)cc2)c2ccccn2c1CCc1ccncc1	-7	-2	7	17	-11	-0.3	10	2	82	74
CC1CC(C)CN(Cc2nc(N)nc(Nc3ccccc3)n2)C1 (centres undefined)	-3	-13	8	4	10	-4.1	0	1	81	86
Nc1ccccc1C#CCCCCO	.	-2	-3	20	-4	-2.4	-6	-3	85	91
CC(Sc1nnc(Cc2cccs2)n1C1CCCCC1)C(=O)NCc1ccco1 (centres undefined)	0	-15	26	20	-43	-1.5	-7	5	87	84
N#C/C(=C\c1cn[nH]c1-c1ccc(Cl)cc1)C(=O)NC1CC1	-3	1	.	14	6	-1.0	0	3	90	88
CCN(c1ccc(NC(=O)CSc2nnc3nc(C)cc(C)n23)cc1)C(C)C	-2	-18	3	30	-36	0.8	-21	-2	90	97
Nc1nc(-c2cccnc2)nn1C(=O)COc1ccccc1	0	-7	4	12	-32	-0.1	6	8	101	104
CC(C)(C)n1nc2c(c1NC(=O)c1cccs1)CS(=O)C2 (centres undefined)	-1	-6	-6	14	-3	-1.7	8	-2	95	110
CCOC(=O)C1=NNC(C(=O)c2ccc(OC)cc2)C1c1ccccc1 (centres undefined)	-2	-30	-5	5	-21	-3.0	-4	8	105	96
O=C(NC(Cc1ccccc1)C(=O)O)/C(=C/c1ccccc1)NC(=O)c1ccccc1 (centres undefined)	-12	2	-28	11	-5	0.9	-3	1	88	97
Cc1noc(NS(=O)(=O)c2ccc(N/C=C/C(=O)c3ccc4c(c3)OCO4)cc2)c1C	.	-15	-16	7	-45	-1.7	-3	7	84	87
